Assay outcomes: PubChem, several laboratories
NOD2 inhibition = NOD2 signaling inhibitors, cell-based, luminescence, uHTS, HEK293 (AID 1566); one-dose inhibition, % at 4 µM; EC50 in µM for titrated hits; 290,000 compounds, 0.63% hits; HEK293 NOD2/NF-kB luciferase reporter, luminescence; higher % means a stronger effect; further: many of its hits are not listed in these tables
AID2073 = inhibitors of Mint1-CaV2.2 protein interaction, biochemical, HTRF (AID 2073) | HTRF protein-protein interaction, Mint1-CaV2.2; higher % means a stronger effect | one-dose inhibition, % at 20 µM; IC50 in µM for titrated hits | 290,000 compounds, 0.19% hits; in the data active means inhibition mostly above about 51%, no sharp cut-off; inconclusive means no clear call, values can overlap the other calls; inactive means mostly below about 53%; further: some results filed as inactive read as strong as hits
NOD1 NF-kB reporter = inhibition of NOD1-driven NF-kB reporter – cell-based, luminescence, uHTS, primary screen (AID 1578); NOD1-driven NF-kB luciferase reporter cells, luminescence; higher % means a stronger effect; one-dose inhibition, % at 4 µM; EC50 in µM for titrated hits; 290,000 compounds, 1% hits; in the data active means inhibition mostly above about 36%, no sharp cut-off; inactive means mostly below about 34%;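 further: HEK-293T reporter cells stimulated with the NOD1 agonist gamma-tri-DAP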
HIV peptide binding = cell-free HIV fusion peptide-binding blockers – biochemical, uHTS, fluorescence dequenching, primary screen (AID 1986). cell-free peptide binding, fluorescence dequenching, 30 min; higher % means a stronger effect. inhibition, % at 20 µM, or IC50 in µM where a hit was titrated. 290,000 compounds, 0.3% hits; in the data active means inhibition mostly above about 52%, no sharp cut-off; inactive means mostly below about 76%; further: some results filed as inactive read as strong as hits
Dengue-2 NS5 capping = flavivirus cap methylation enzyme inhibition – biochemical, confirmation dose response, primary screen (AID 588689); Dengue-2 NS5 methyltransferase capping enzyme assay, biochemical; higher % means a stronger effect; inhibition, % at 25 µM, or IC50 in µM where a hit was titrated; 340,000 compounds, 0.3% hits; in the data active means a potency from the dose series; inconclusive means inhibition above about 29% without an active follow-up result
West Nile virus CPE = inhibition of WNV-induced cytopathic effect – cell-based, CPE readout (AID 1621); West Nile virus-infected cells, CPE inhibition; higher % means a stronger effect; CPE inhibition, % at 10 µM, or IC50 in µM where a hit was titrated; 290,000 compounds, 0.02% hits; in the data active means a potency from the dose series; inconclusive means CPE inhibition mostly from about 3.7% at the one dose, without a potency; inactive means the rest, 99 in 100 with CPE inhibition below about 2.2%; further: strong numbers were not always called active
KOR beta-arrestin-1 = KOR antagonists, beta-arrestin recruitment, cell-based, luminescence, uHTS (AID 1778). KOR beta-arrestin recruitment, luminescence, antagonist mode; higher % means a stronger effect. 290,000 compounds, 0.091% hits. one-dose inhibition, % at 10 µM; IC50 in µM for titrated hits; further: strong numbers were not always called active
KOR beta-arrestin-2 = kappa opioid receptor activators – cell-based, luminescence, uHTS, primary screen (AID 1777); KOR beta-arrestin recruitment, luminescence; higher % means a stronger effect; 280,000 compounds, 0.02% hits; one-dose activation, % at 10 µM; EC50 in µM for titrated hits; in the data active means activation above about 50%, passing the limit was not always enough; further: a part of the inactive calls stands beside numbers as strong as those of hits
Yfh1-depleted yeast = mitochondrial function rescue without frataxin homolog – Friedreich's ataxia, plus single-dose screen, dose response (AID 1465). 220,000 compounds, 0.074% hits. fold induction at 50 µM, or EC50 in µM where a hit was titrated. S. cerevisiae Yfh1-off respiration, WST-1 reduction, 72 h; higher fold induction means a stronger effect;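 active means fold induction of absorbance versus untreated yeast above a set limit, then at least 30% activation at any dose in follow-up; inconclusive means repeats straddling the limit, or above it without dose testing; inactive means fold induction below the set limit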;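 further: activators that raise dye reduction in frataxin-depleted yeast; strong numbers were not always called active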
Dengue-2 NS5 capping pilot replicate = recorded beside Dengue-2 NS5 capping, whose call it bears; inhibition, %; measured here: pilot screen replicate inhibition
* hit, by the source's call; i = inactive; ? = inconclusive; / = no result given; [ ] = remark or other dose. Unless noted, no stated cut-off is given here; in the data, active means inhibition above about 50%; inactive means the rest. A portion of the library, so the mix of outcomes need not match the whole.

SMILES	NOD2 inhibition	AID2073	NOD1 NF-kB reporter	HIV peptide binding	Dengue-2 NS5 capping	West Nile virus CPE	KOR beta-arrestin-1	KOR beta-arrestin-2	Yfh1-depleted yeast	others
CN(Cc1ccc(F)cc1)C(=O)c1cccc(NS(=O)(=O)c2ccccc2)c1	-10%	6%	-32%	-1.5%	-4%	-0.7%	7%	-2.0%	/
Cc1onc(-c2ccccc2)c1C(=O)N1CCCC1	-17%	20%	-6%	-0.9%	1%	0.0%	16%	-4.2%	/
Cc1ccccc1CN1CCN(C(=O)CC(C)C)CC1	-12%	10%	-47%	0.4%	-2%	0.3%	-55%[20 µM]	-0.4%	/	Dengue-2 NS5 capping pilot replicate=0.9
O=S(=O)(c1ccc(Cl)cc1)N1CCn2c1nc1ccccc12	3%	5%	-8%	2.2%	-6%	-1.1%	/	/	i
COc1ccc(CNC(=O)c2ccc(CS(=O)(=O)c3ccccc3C)o2)cc1	6%	16%	-18%	-0.4%	-4%	-0.2%	23%	-0.9%	/
COc1cc2c(cc1NC(=O)C(C)N1CCN(S(=O)(=O)c3ccc(C)c(C)c3)CC1)oc1ccccc12 (configuration not stated)	-5%	13%	-51%	2.1%	-1%	-0.3%	-21%	1.9%	i
O=C(COC(=O)c1ccccc1Nc1cccc(C(F)(F)F)c1)NCc1ccco1	16%	20%	28%	24%	-1%	2.7%	-8%	5.4%	i
Cc1ccc(NC(=S)N(CCN(C)C)C(C)c2ccco2)c(C)c1 (configuration not stated)	5%	-18%	-11%	0.2%	-6%	-0.2%	5%	-5.5%	i
CC1CCN(C(=O)c2[nH]cnc2C(=O)NCC(=O)OC(C)(C)C)CC1	-4%	14%	0%	-1.1%	0%	-0.7%	-20%[20 µM]	-0.5%	/
CCc1ccc(OC(=O)CN2C(=O)c3ccccc3C2=O)cc1	6%	12%	-14%	-1.4%	3%	-0.7%	-11%[20 µM]	1.8%	/
Cc1ccccc1NC(=O)C(C)O/N=C/c1cccc([N+](=O)[O-])c1 (configuration not stated)	6%	4%	3%	0.7%	-3%	-0.2%	3%	-0.1%	i
O=C1CN(C(=O)COC(=O)CNC(=O)c2ccccc2)c2ccccc2N1	8%	2%	-12%	-0.2%	-3%	0.0%	-8%	5.1%	i

Brought forward from above: 2 compounds, then new ones.
SMILES	NOD2 inhibition	AID2073	NOD1 NF-kB reporter	HIV peptide binding	Dengue-2 NS5 capping	West Nile virus CPE	KOR beta-arrestin-1	KOR beta-arrestin-2	Yfh1-depleted yeast	others
Cc1ccccc1NC(=O)C(C)O/N=C/c1cccc([N+](=O)[O-])c1 (configuration not stated)	6%	4%	3%	0.7%	-3%	-0.2%	3%	-0.1%	i
O=C1CN(C(=O)COC(=O)CNC(=O)c2ccccc2)c2ccccc2N1	8%	2%	-12%	-0.2%	-3%	0.0%	-8%	5.1%	i
COc1ccc(CC(=O)Nc2nnc(C(C)(C)C)s2)cc1OC	20%	-7%	-22%	1.0%	-16%	?	-3%[20 µM]	/	i
Cc1c(Cl)c([N+](=O)[O-])nn1CCCC(=O)Nc1sc2c(c1C(N)=O)CCC(C)C2 (configuration not stated)	20%	-3%	-14%	0.8%	-12%	-1.1%	10%	-3.6%	i
NC(=S)Nc1cccc(-c2n[nH]c(=S)o2)c1	-9%	5%	-10%	0.0%	-8%	0.1%	27%	3.7%	/
C=CCOc1ccc(CN(C)CC(=O)Nc2ccccc2[N+](=O)[O-])cc1	3%	-8%	-36%	-0.4%	-6%	-1.4%	2%	2.4%	i
CN(C(=S)NC(=O)CCCOc1ccc(Cl)cc1Cl)c1ccccc1	-16%	-21%	-9%	-1.7%	-3%	-0.4%	-34%	-2.2%	i
C=CCn1c(O)c(C(CC)=Nc2ccccc2NC(=O)CC)c(=O)[nH]c1=O	8%	-6%	-8%	-0.2%	-9%	0.2%	-3%	4.6%	i	Dengue-2 NS5 capping pilot replicate=1.1
CC(O)COc1ccc(/C(=N/O)c2ccccc2)cc1 (configuration not stated)	-6%	0%	-42%	-3.3%	-9%	-0.1%	18%	-2.3%	i
CCOC(=O)C1CCN(c2nc3ccccc3nc2C(C#N)C(=O)OCCOC)CC1 (configuration not stated)	-17%	1%	-5%	3.6%	-17%	0.8%	22%	0.5%	i
COc1ccc(NC(=O)c2ccco2)cc1NC(=O)c1c(OC)cccc1OC	2%	14%	-20%	-1.3%	-12%	-0.6%	-3%	-3.8%	/
CCOC(=O)N1CCN(C(=O)CCc2c(C)nc3c(c(C)nn3-c3ccc(C)c(C)c3)c2C)CC1	3%	15%	-14%	-1.0%	2%	-0.1%	45%	7.5%	i
O=C(Nc1ccc(F)cc1)Nc1ccc([N+](=O)[O-])cn1	6%	34%	-28%	1.8%	1%	0.1%	1%	-3.9%	i
Nc1ccc(-n2cc(-c3ccccc3)[nH]c2=S)cc1	-103%	-6%	-11%	-1.0%	-18%	0.3%	-1%	-4.6%	/
Cc1ccccc1-n1ncc2c1CC(C)(C)CC2NC(=O)c1cn[nH]c1C (configuration not stated)	4%	23%	-13%	-0.7%	1%	-0.8%	16%	-0.6%	/
COc1cc(SC)ccc1C(=O)Nc1ccc2c(c1)OCO2	-171%	7%	-41%	-2.5%	-2%	0.0%	-68%[20 µM]	-2.0%	i
O=C(NC1CCCc2ccccc21)C1CCCC1 (configuration not stated)	-2%	12%	-4%	1.0%	-3%	-1.0%	-16%	-0.1%	/
CCN1CCN(CCCNC(=O)Cn2nc(C)n3nc(-c4ccccc4)cc3c2=O)CC1	-4%	12%	-31%	0.0%	-6%	0.8%	-32%	-1.5%	/
Cc1onc(-c2ccc(Cl)cc2)c1-c1ccnn1S(=O)(=O)c1ccc(Cl)cc1	-25%	10%	5%	0.8%	/	-0.5%	-25%	/	i
NS(=O)(=O)c1cccc(NC(=O)C(Cc2ccccc2)NC(=O)c2ccccc2)c1 (configuration not stated)	6%	4%	-19%	-0.9%	-11%	-0.3%	-3%	-5.6%	/
CC(C)CN1CCN(C2CCN(C(C)C)CC2)C(CCO)C1 (configuration not stated)	28%	6%	1%	2.6%	/	-0.2%	-16%	2.1%	i
O=C(CSc1nnc2c(Cl)cc(C(F)(F)F)cn12)N(Cc1ccccc1)Cc1ccccc1	4%	4%	-4%	3.9%	0%	-1.4%	1%	-1.2%	i
CCCNC(=O)Cc1cc(=O)[nH]c(=O)[nH]1	11%	0%	18%	-2.1%	-6%	0.1%	-13%	-3.5%	i
CC1(C)Cc2c(sc(NC(=O)COc3ccc(Cl)cc3)c2C#N)C(C)(C)N1	25%	-7%	-9%	-1.2%	-7%	-0.8%	2%	-1.2%	/
Cc1cc(C)n(C(=O)CNC(=O)c2ccc(C(C)(C)C)cc2)n1	1%	6%	2%	2.7%	-7%	0.2%	-53%	1.8%	/
O=C(NCc1cccnc1)c1nn2cccnc2c1Cl	11%	14%	3%	0.5%	6%	0.1%	-14%	1.8%	i
COCCCn1c(-c2ccsc2)nc2c1c(=O)[nH]c(=O)n2Cc1ccccc1	9%	4%	8%	1.5%	3%	-1.1%	-10%	-5.2%	i
Oc1oc(-c2ccccc2)nc1C=Nc1cccc2ccccc12	9%	-36%	4%	21%	-8%	0.0%	-14%	3.6%	i
CC(C)(C)C(=O)O/N=C(\N)c1ccc(Br)cc1	-10%	-15%	-13%	-0.1%	-6%	-0.1%	-3%	4.7%	i
Cc1cc(OC(=O)C(c2ccccc2)c2ccccc2)c([N+](=O)[O-])c(=O)[nH]1	16%	-15%	-10%	-1.9%	-1%	0.2%	-8%	13%	i
COc1ccc(N2C(=O)C(Cl)=C(N3CCOCC3)C2=O)cc1	9%	24%	16%	-1.6%	33µM*	-0.3%	-30%[20 µM]	5.9%	/
COc1ccc(-n2c(C)nc3sc4c(c3c2=O)CCCC4)cc1	2%	-7%	-14%	-1.5%	/	-1.2%	14%	-4.6%	i
Oc1c(C(Nc2nc3ccccc3s2)c2ccco2)ccc2cccnc12 (configuration not stated)	5%	5%	-23%	1.5%	-8%	?	0%	-3.0%	i
Cc1ccc(S(=O)(=O)Nc2ccccc2C(=O)N2CCCCC2)cc1	-3%	-4%	-34%	-1.3%	-1%	-0.6%	28%	-1.6%	/
Cc1cc(C(=O)N(C2CCCCC2)C2CCCCC2)no1	6%	2%	4%	2.0%	-7%	-1.2%	20%	-2.1%	i
COc1cc(CNC(=O)c2ccc3oc(C(C)C)nc3c2)cc(OC)c1	19%	8%	4%	-1.0%	-6%	0.3%	-44%	-0.4%	/
CN(C=[N+](C)C)c1cccc2c1C(=O)c1ccccc1C2=O	7%	-4%	-24%	17%	?	-0.2%	0%	-4.3%	i
COc1ccc(-c2ccc(-c3nnc(Cc4ccc(OC)c(OC)c4)o3)cc2)cc1	-10%	13%	-11%	-2.9%	1%	-0.7%	-19%	-2.3%	i	Dengue-2 NS5 capping pilot replicate=5.8
Clc1ccc(CN2CCSCC2)c(Cl)c1	12%	13%	-5%	0.1%	-3%	-0.2%	-26%[20 µM]	-0.6%	/	Dengue-2 NS5 capping pilot replicate=2.1
O=C(CN1CCOCC1)NCC12CC3CC(CC(C3)C1)C2	19%	0%	-3%	-1.6%	-12%	0.1%	11%	-2.5%	i
Cc1c(-c2ccccc2)nc2ccccc2c1C(=O)Nc1ccncc1	19%	-2%	-11%	2.2%	-7%	-0.5%	-22%	1.9%	/
Cc1cc(C)n(-c2cccc(Cl)c2)c(=O)c1C#N	9%	4%	-31%	-3.2%	-5%	0.5%	-1%	1.5%	i
O=C(CN1C(=O)c2ccccc2S1(=O)=O)Nc1ccc(S(=O)(=O)N2CCCCCC2)cc1	15%	-5%	-11%	-1.2%	-11%	0.2%	19%	1.7%	i
Cc1cc(C)c(S(=O)(=O)NCc2ccc3c(c2)OCO3)c(C)c1	-8%	9%	-12%	-0.5%	/	-0.7%	3%[20 µM]	-4.4%	/
CC1CN(C(=O)CN2C(=O)c3ccccc3C2=O)CC(C)O1 (configuration not stated)	10%	-7%	-11%	-3.0%	-2%	0.6%	15%	-2.5%	i
CCN(c1ccc(OC)cc1)S(=O)(=O)c1csc(C(=O)N2CCCC2)c1	9%	11%	-21%	1.1%	-6%	0.1%	-34%	1.1%	/
CCOc1nc(Nc2ccc([N+](=O)[O-])cc2)nc(NC(C)(C)C)n1	19%	-2%	12%	1.1%	-4%	-1.4%	29%	6.1%	i
O=C(Nc1nnc(SCc2cccnc2)s1)C1CC(=O)N(c2ccc(F)cc2)C1 (configuration not stated)	4%	10%	-6%	8.6%	1%	0.5%	-10%	6.0%	/
C=C(Cl)COc1ccc2c(C)cc(=O)oc2c1	-3%	2%	-23%	0.1%	-4%	-0.6%	-16%	-3.0%	i
CCOC(=O)C1(C)NC(c2ccccc2F)C2C(=O)N(CC)C(=O)C21 (configuration not stated)	-15%	5%	-14%	0.5%	-1%	0.5%	-14%[20 µM]	/	i
